Bioassay records as filed in PubChem BioAssay.
TrxR1 substrate: qHTS Assay for Substrates of Mammalian Selenoprotein Thioredoxin Reductase 1 (TrxR1): qHTS; Potency, µM (series often up to 114 µM), inactives show top-dose activity change, negative = substrate turnover; purified TrxR1 substrate turnover, NADPH consumption readout; AID 588456, 2011; 390,000 compounds, 0.01% hits; Thioredoxin reductase 1, cytoplasmic (Rattus norvegicus), O89049; also: potency is read from the fitted curve at half-maximal effect; % is scaled to controls: 0 for no effect and ±100 for the full control effect; nearly all actives have a fitted effect of over 50% in size
Target sequence (O89049 whole entry, looked up): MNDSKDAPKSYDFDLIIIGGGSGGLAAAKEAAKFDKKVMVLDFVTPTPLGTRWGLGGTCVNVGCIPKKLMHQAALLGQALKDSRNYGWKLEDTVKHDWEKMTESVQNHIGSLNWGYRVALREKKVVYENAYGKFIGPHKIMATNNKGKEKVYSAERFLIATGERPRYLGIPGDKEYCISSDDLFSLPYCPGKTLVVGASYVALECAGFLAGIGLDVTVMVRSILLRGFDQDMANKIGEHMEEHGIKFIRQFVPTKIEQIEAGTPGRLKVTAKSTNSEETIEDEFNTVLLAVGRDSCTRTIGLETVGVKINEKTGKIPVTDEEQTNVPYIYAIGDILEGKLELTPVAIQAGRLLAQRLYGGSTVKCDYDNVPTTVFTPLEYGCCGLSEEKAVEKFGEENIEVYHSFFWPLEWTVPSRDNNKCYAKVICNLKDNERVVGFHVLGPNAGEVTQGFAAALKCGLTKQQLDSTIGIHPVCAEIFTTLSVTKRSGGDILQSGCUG
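Rat TrxR1, dispensed at 90 nM, was prereduced with 400 uM NADPH (final) for 5 min at ~22 deg C, then incubated with compound 15 min before 400 uM selenite. A first-read NADPH fluorescence drop versus no-compound background flagged substrates.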
TRHR ag: qHTS for Small Molecule Agonists and Allosteric Enhancers of Human TRH Receptor: Primary Screen for Agonists; 360,000 compounds, 0.18% hits; TRHR cells, calcium flux fluo-8, FDSS agonist mode; Thyrotropin-releasing hormone receptor (Homo sapiens), P34981; activation, % at 2 µM; AID 493084, 2011; in the data active = activation above about 30%; also: 0% is about no effect
Target sequence (P34981 whole entry, looked up): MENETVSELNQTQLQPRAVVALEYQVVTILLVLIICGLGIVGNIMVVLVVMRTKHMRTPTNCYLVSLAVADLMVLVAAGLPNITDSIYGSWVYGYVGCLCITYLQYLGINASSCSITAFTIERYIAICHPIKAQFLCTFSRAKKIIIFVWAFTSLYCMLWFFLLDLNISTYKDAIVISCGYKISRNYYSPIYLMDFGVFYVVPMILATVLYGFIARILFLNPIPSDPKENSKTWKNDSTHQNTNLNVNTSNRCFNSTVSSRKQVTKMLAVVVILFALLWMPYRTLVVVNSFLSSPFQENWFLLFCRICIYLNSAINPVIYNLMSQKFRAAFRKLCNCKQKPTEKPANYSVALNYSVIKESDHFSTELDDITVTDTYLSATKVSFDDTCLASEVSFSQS
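In this calcium-flux screen, cells bearing human TRHR are dye-loaded with fluo-8, baselined for 10 cycles, then exposed to library compounds; positive kinetic calcium responses during the agonist phase mark hits, with TRH as control.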
TRHR enhancer: qHTS for Small Molecule Agonists and Allosteric Enhancers of Human TRH Receptor: Primary Screen for Enhancers | AID 493056, 2011 | 360,000 compounds, 0.66% hits | TRHR cells, fluo-8 calcium fluorescence, EC20 TRH enhancement | enhancement, % at 2 µM; in the data active = enhancement above about 30%; also: 0% is about no effect
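Enhancer read-out: after compound pinning and an initial kinetic agonist-mode read, an EC20 of TRH (10 nM final) was injected and fluo-8 calcium signal (Ex 480/Em 530) followed at 1 s/cycle for 100 cycles in TRHR-expressing cells.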
D2 antagonist: HTS Assay for Allosteric Antagonists of the Human D2 Dopamine Receptor: Primary Screen for Antagonists. D(2) dopamine receptor (Homo sapiens), P14416. HEK293 TREx D2 cells, calcium flux, dopamine EC80. inhibition, % at 10 µM. 340,000 compounds, 2% hits; in the data active = inhibition above about 30%; also: 0% is about no effect
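Tetracycline-induced HEK293 TREx cells expressing D2 receptor forced-coupled to calcium signalling, loaded with no-wash calcium dye. Compounds added and calcium flux read 180 s, then dopamine added at EC80 and read a further 180 s.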
PI4K2A inh: qHTS for small molecular inhibitors of PI4K2A; Phosphatidylinositol 4-kinase type 2-alpha (Homo sapiens), Q9BTU6; 420,000 compounds, 0.13% hits; purified PI4K2A, ADP-Glo luminescence, 1 h; hits give low values; AID 1346378, 2018; activity change, negative = inhibition, % at 76.9 µM; in the data active = activity change below about -50%; inconclusive = mostly about -30% to -49%;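 also: -100% = wells without enzyme as full effect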
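ADP-Glo luminescence measured ADP generated by PI4K2A enzyme (4 ug/mL before mixing) with 1.2 mM PI substrate (pre-mix) and 300 microM ATP (pre-mix). Tris pH7.5 buffer with MgCl2, Triton X-100; 1 h reaction at ambient temperature.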
USP1 inh: Inhibitors of USP1/UAF1: Primary Screen. recombinant USP1/UAF1, Ub-Rhodamine cleavage fluorescence. Potency, µM (series often up to 57.1 µM), without a hit: top-dose activity change, negative = inhibition, hits mostly inhibitors. 390,000 compounds, 0.23% hits. AID 743255, 2014; also: potency is read from the fitted curve at half-maximal effect; % is scaled to controls: 0 for no effect and ±100 for the full control effect; nearly all actives have a fitted effect of over 60% in size; inactives centre near -12
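USP1/UAF1 complex (1 nM) preincubated 15 min at room temperature with compound, then Ub-Rho substrate (150 nM final) added. Kinetic fluorescence at 480/540 nm over 6 reads at 60 s intervals; 50 mM HEPES pH 7.8, 0.5 mM EDTA, 0.1 mg/ml BSA, 1 mM TCEP, 0.01% Tween-20.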
rTrxR1 inhibitor: qHTS Assay for Inhibitors of Mammalian Selenoprotein Thioredoxin Reductase 1 (TrxR1): qHTS; Thioredoxin reductase 1, cytoplasmic (Rattus norvegicus), O89049; recombinant rTrxR1, NADPH fluorescence consumption, selenite substrate; Potency, µM (doses to about 114 µM), without a hit: at the top dose activity change, negative = inhibition, most hits filed as inhibitors; 390,000 compounds, 1% hits; also: potency is read from the fitted curve at half-maximal effect; % is scaled to controls: 0 for no effect and ±100 for the full control effect; nearly all actives have a fitted effect of over 65% in size
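Rat TrxR1 (90 nM in the dispensed reagent) was pre-reduced with 400 uM NADPH for 5 min at room temperature, then incubated with compound for 15 min. After 400 uM selenite was added, NADPH fluorescence (Ex 340/Em 450 nm) was followed for 8 min.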
IDH1 R132H inh: qHTS for Inhibitors of mutant isocitrate dehydrogenase 1 (IDH1): qHTS | Potency, µM (highest dose often 76.6 µM), for the others: top-dose activity change, negative = inhibition, most hits filed as inhibitors | 390,000 compounds, 0.093% hits | AID 602179, 2012 | IDH1-R132H enzyme, NADPH consumption, diaphorase/resazurin fluorescence | Isocitrate dehydrogenase [NADP] cytoplasmic (Homo sapiens), O75874; also: potency is read from the fitted curve at half-maximal effect; % is scaled to controls: 0 for no effect and ±100 for the full control effect; nearly all actives have a fitted effect of over 65% in size
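IDH1-R132H (0.5 ug/mL dispensed) in pH 7.5 Tris buffer was preincubated 30 min with compound, then given a substrate mix of 0.016 mM NADPH and 2 mM alpha-KG for 80 min at room temperature; remaining NADPH was read by diaphorase/resazurin fluorescence.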
D2 agonist: HTS Assay for Allosteric Agonists of the Human D2 Dopamine Receptor: Primary Screen for Agonists; HEK293 T-REx D2 cells, calcium flux agonist mode; activation, % at 2 µM; 340,000 compounds, 0.53% hits;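 active = activation over 3 SD above normal in the single-dose calcium agonist read, cut at about 30% in these data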; also: 0% is about no effect
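HEK293 Trex D2 cells, tetracycline-induced, o/n 30 C 5% CO2; no-wash Ca dye, RT 30–90 min; 10-cycle baseline, 23 nl cpd added, kinetic Ca read 180 s; agonist hits = positive Ca response.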
Numbers without * were called inactive; ? = inconclusive; · = no result given; [ ] = another dose, or the depositor's remark. Unless noted, calls follow the shape of the dose curve; as a rule, active = well fitted inhibition curve with a large enough effect; inconclusive = small, poorly fitted or top-dose-only effect; inactive = no such curve, though single readings can be large or run the other way.

SMILES	TrxR1 substrate	TRHR ag	TRHR enhancer	D2 antagonist	PI4K2A inh	USP1 inh	rTrxR1 inhibitor	IDH1 R132H inh	D2 agonist
Cc1ccc(N(CC(=O)Nc2ccc(-c3nc4ccc(C)cc4s3)cc2)S(C)(=O)=O)cc1	21.9%[57.1 µM]	0.4	4.3	-13.3	-0.6	-19.4%	2.9%[57.1 µM]	2.0%	1.1
Cc1c(C(=O)NCc2cccs2)oc2ccc(Br)cc12	-3.8%	-0.2	1.7	0.5	0.9	-11.6%	-9.6%	-1.7%	0.3
O=C1c2ccccc2C(=O)N1CN(C(=O)COc1ccccc1)c1ccccc1	-8.3%	-0.3	-2.5	-5.2	0.0	-20.5%	10.2%	-0.4%	0.6
CCCCNC(=O)O[C@@H]1C[C@H]2CCC(=O)N3CC[C@@H](C1)[C@@H]23	2.6%	1.1	7.4	3.1	-1.5	-20.3%	18.7%	-3.9%	-0.1
CCCCCCN(C(=O)CCCCCN1C(=O)NC(c2ccc(C3CCCCC3)cc2)C(C(=O)OCc2ccccc2)=C1C)C(C(=O)NCCCC)c1ccc(OCC(=O)OC)c(C(=O)OC)c1 (stereo unspecified)	·	2.2	0.2	-14.7	·	·	·	·	-0.1
COc1ccc(C(=O)Nc2ncccc2C)cc1S(=O)(=O)N1CCOCC1	-4.3%	-0.3	10.5	-9.6	-0.2	-14.7%	1.7%	1.1%	-0.5
CN1C(=O)c2ccccc2Sc2ccc(NC(=O)COc3ccc(Cl)cc3)cc21	-6.2%[57.1 µM]	0.6	4.0	·	1.5	-21.3%	13.7%[57.1 µM]	-13.3%	·
CC1(c2nnc(-c3cccc(Cl)c3)o2)CC(c2ccc(F)cc2)=NO1 (stereo unspecified)	-1.8%	·	·	·	-4.3	-6.0%	15.7%	1.4%	·
Cc1ccc(NC(=O)CSc2ccccc2)cc1S(=O)(=O)N1CCCCC1	-9.4%	0.6	-3.0	14.2	0.0	-13.5%	4.5%	-0.4%	0.1
Nc1nc(SCc2ccccc2)n[nH]1	0.9%	0.6	4.0	·	0.0	-11.7%	14.5%	-8.7%	·
CC(=O)Nc1ccc(S(=O)(=O)NCc2ccc(C(=O)NCCCN3CCC(C)CC3)cc2)cc1	5.9%	-0.1	-6.6	21.8	1.3	-27.1%	29.2%	-2.0%	0.1
CC(=O)Nc1ccc(S(=O)(=O)N2CCN(Cc3cccc([N+](=O)[O-])c3)CC2)cc1	-13.2%	-0.7	1.0	0.2	-2.7	-23.5%	11.7%[57.1 µM]	4.0%	-0.4
Cc1cccc(NC(=O)CSc2ncc3c(n2)-c2cc(Cl)ccc2N(C)S3(=O)=O)c1C	12.4%[57.1 µM]	0.2	2.1	·	2.6	-30.6%	6.6%[57.1 µM]	-17.0%	-0.4
O=S(=O)(NCc1csc(-c2cccnc2)n1)c1ccc2c(c1)OCCO2	-2.4%	0.1	10.0	-2.6	-3.7	-1.9%	-5.7%	-4.2%	-0.3
COc1ccc2[nH]c(=O)c(CNc3ccccc3)cc2c1	26.5%[57.1 µM]	1.3	-0.6	-13.8	-1.4	-19.2%	?	2.3%	0.7
COc1cccc(N(CC(=O)Nc2cccc(C(C)=O)c2)S(C)(=O)=O)c1	-0.2%	0.3	1.3	4.0	0.8	-7.1%	-6.6%	1.0%	0.0
Cc1cc(C)cc(N(C(=O)c2sc(C)nc2C)C(C(=O)NCc2ccco2)c2ccccc2)c1 (stereo unspecified)	-10.1%	-0.9	-2.1	-6.6	0.4	-27.7%	5.1%	?	-0.3
O=c1c(Cc2c(F)cccc2Cl)c(O)ccn1C1CC1	6.6%[57.1 µM]	-0.1	-7.4	-3.8	15.3	-22.6%	17.1%	1.7%	-0.1
CCCc1cc(=O)n2[nH]c(-c3cccc(Br)c3)cc2n1	11.3%[57.1 µM]	-0.1	0.6	3.0	3.4	-7.9%	8.0%[2.29 µM]	6.8%	-0.4
CCc1c(C)sc(NC(=O)c2ccco2)c1C(=O)N1CCOCC1	4.1%	-0.3	8.0	3.0	-0.5	-7.6%	14.9%	5.6%	-0.6
O=C(Nc1ccccc1C(=O)N1CCOCC1)C1CCCO1 (stereo unspecified)	12.3%	0.7	1.4	18.5	5.0	-13.0%	21.3%	-0.7%	0.7
Cc1[nH]nc(-c2cccnc2)c1N=NN(C)C	10.4%[57.1 µM]	·	·	·	-13.6	-20.8%	1.6%[11.4 µM]	0.7%	·
CC(C)c1ccc(O)c(NC(=O)c2cncc(Br)c2)c1	4.1%	0.0	1.1	11.1	-0.8	-5.8%	14.0%	3.5%	-0.2
C[N+]1(CCCCSc2ccc(O)cc2)CCCCC1	-6.7%[57.1 µM]	0.7	-12.2	-13.8	1.1	-7.1%	-22.0%[57.1 µM]	2.9%	1.3
COc1ccc(CN2CCN(C(C)C)C(CCO)C2)cc1Cn1cncn1 (stereo unspecified)	7.7%	1.3	13.7	10.3	-4.8	7.7%	11.1%[57.1 µM]	-0.7%	1.5

(cont.)
SMILES	TrxR1 substrate	TRHR ag	TRHR enhancer	D2 antagonist	PI4K2A inh	USP1 inh	rTrxR1 inhibitor	IDH1 R132H inh	D2 agonist
O=C(NCCCN1CCN(c2ccccc2)CC1)c1sc2ncccc2c1-n1cccc1	-2.8%[57.1 µM]	-0.5	0.5	·	1.9	2.2%	14.9%[57.1 µM]	-0.4%	·
CCOCCCNC(=O)c1c(C)[nH]c(C(=O)OCC)c1C	4.2%[57.1 µM]	-0.1	7.1	·	-4.5	-5.5%	8.4%[57.1 µM]	-2.1%	·
O=c1c2[nH]c3ccccc3c2ncn1Cc1ccccn1	10.2%	-0.6	-0.7	0.2	-0.1	-5.5%	-9.4%	-2.9%	1.8
N#Cc1cccn1-c1nccc(-c2cccs2)n1	4.0%	-0.6	-1.3	-7.5	5.5	?	25.6%	2.4%	-0.7
Cc1ccc(NC(=O)C2COc3ccccc3O2)cc1 (stereo unspecified)	-7.4%	-0.7	-8.4	-0.6	5.6	-15.7%	11.1%	1.4%	0.1
CSC1=C(C#N)C2(CCCCC2)C(C(=O)Nc2ccccc2)=C(C)N1	-10.1%	·	·	·	9.9	-2.4%	?	-22.2%	·
CCN(CC(=O)Nc1c(F)cccc1F)C(=O)c1ccc(S(=O)(=O)N2CCCC2)cc1	-7.7%	-0.6	4.8	-11.5	2.2	-11.7%	2.4%	2.7%	-0.6
COc1ccc(OC)c(C(=O)c2ccccc2)c1	2.4%	0.5	-7.9	11.8	2.2	-0.6%	14.3%	1.2%	0.3
COc1cccc(NC(=O)CSc2nnc(-c3ccc(C)cc3)o2)c1	3.8%	2.3	-8.9	5.6	3.4	-17.7%	38.7%[activator]	1.3%	0.5
Cn1c(C(=O)N/N=C/c2ccccc2)cc2ccccc21	-8.1%	-1.9	-0.9	-2.5	-6.6	-22.1%	7.9%	-1.4%	0.0
Nc1c(S(=O)(=O)c2cccs2)c2nc3ccccc3nc2n1Cc1cccs1	117.1%[activator]	0.2	12.0	-28.1	6.4	-11.4%	-8.9%	-3.3%	1.7
CCn1c(SCC(=O)Nc2sc3c(c2C#N)CCC(C(C)(C)C)C3)nnc1-c1ccco1 (stereo unspecified)	-0.9%	-0.3	4.0	5.2	0.6	-23.4%	-7.9%	-4.8%	-0.8
C=CCNC(=O)c1ccc(-c2ccc([N+](=O)[O-])cc2)o1	-10.1%[57.1 µM]	0.2	-3.5	5.1	1.9	-15.1%	10µM*	3.9%	-0.4
COc1ccc(C(=O)CC(=O)C(=O)Nc2ccc([N+](=O)[O-])cc2C)cc1	-10.5%	-1.0	-5.5	1.8	4.2	-5.1%	-12.4%[57.1 µM]	0.9%	0.4
COc1ccc(CCC(=O)N2CCc3ccccc32)cc1	-7.3%[57.1 µM]	-0.1	0.5	-9.6	-0.4	-20.7%	7.0%[57.1 µM]	5.0%	0.8
Fc1ccc(COc2ccc(Cl)cc2/C=N/Nc2nc(N3CCCC3)nc(N3CCCC3)n2)cc1	0.2%	0.2	-1.1	-5.7	-4.0	-10.4%	20.6%	6.8%	0.1
CN(C(=O)Cn1nnc(-c2cccc(C(F)(F)F)c2)n1)C1CCCCC1	-9.1%	1.3	2.2	13.0	7.9	-2.7%	-14.8%	10.4%	-0.2
CN(C)c1ccc(CNC(=O)Cn2ccc3cc(S(=O)(=O)N4CCCCCC4)ccc32)cc1	-2.8%	0.2	2.8	·	-3.5	-0.5%	5.6%	3.2%	0.4

3 compounds out of the list above, arranged by the value under rTrxR1 inhibitor, high to low:
| smiles | TrxR1 substrate | TRHR ag | TRHR enhancer | D2 antagonist | PI4K2A inh | USP1 inh | rTrxR1 inhibitor | IDH1 R132H inh |
| --- | --- | --- | --- | --- | --- | --- | --- | --- |
| COc1ccc(OC)c(C(=O)c2ccccc2)c1 | 2.4% | 0.5 | -7.9 | 11.8 | 2.2 | -0.6% | 14.3% | 1.2% |
| Cn1c(C(=O)N/N=C/c2ccccc2)cc2ccccc21 | -8.1% | -1.9 | -0.9 | -2.5 | -6.6 | -22.1% | 7.9% | -1.4% |
| CCN(CC(=O)Nc1c(F)cccc1F)C(=O)c1ccc(S(=O)(=O)N2CCCC2)cc1 | -7.7% | -0.6 | 4.8 | -11.5 | 2.2 | -11.7% | 2.4% | 2.7% |
